Source: PubChem BioAssay
GluA2 TARP mod = modulators of AMPA receptor GluA2-stargazin complexes; calls only at 30 µM; O88602+P19491; HEK293 GluA2+stargazin, membrane potential dye (FDSS), glutamate EC50; hits were called plate by plate, in both directions; AID 1259245; 40,000 tested, 3.5% active;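 active = any of four per-well response measures lying three or more SD from its plate-wide compound average, in either direction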
Target sequence (O88602 whole entry, looked up): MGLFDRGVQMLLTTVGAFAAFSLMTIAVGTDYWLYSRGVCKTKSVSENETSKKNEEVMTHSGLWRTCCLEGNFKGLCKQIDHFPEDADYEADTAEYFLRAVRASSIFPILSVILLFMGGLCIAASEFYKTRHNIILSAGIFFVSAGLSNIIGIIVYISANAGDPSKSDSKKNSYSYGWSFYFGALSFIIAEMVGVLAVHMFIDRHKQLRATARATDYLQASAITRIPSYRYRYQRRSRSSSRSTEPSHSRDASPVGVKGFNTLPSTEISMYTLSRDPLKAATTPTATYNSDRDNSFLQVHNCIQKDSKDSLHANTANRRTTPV
Target sequence (P19491 whole entry, looked up): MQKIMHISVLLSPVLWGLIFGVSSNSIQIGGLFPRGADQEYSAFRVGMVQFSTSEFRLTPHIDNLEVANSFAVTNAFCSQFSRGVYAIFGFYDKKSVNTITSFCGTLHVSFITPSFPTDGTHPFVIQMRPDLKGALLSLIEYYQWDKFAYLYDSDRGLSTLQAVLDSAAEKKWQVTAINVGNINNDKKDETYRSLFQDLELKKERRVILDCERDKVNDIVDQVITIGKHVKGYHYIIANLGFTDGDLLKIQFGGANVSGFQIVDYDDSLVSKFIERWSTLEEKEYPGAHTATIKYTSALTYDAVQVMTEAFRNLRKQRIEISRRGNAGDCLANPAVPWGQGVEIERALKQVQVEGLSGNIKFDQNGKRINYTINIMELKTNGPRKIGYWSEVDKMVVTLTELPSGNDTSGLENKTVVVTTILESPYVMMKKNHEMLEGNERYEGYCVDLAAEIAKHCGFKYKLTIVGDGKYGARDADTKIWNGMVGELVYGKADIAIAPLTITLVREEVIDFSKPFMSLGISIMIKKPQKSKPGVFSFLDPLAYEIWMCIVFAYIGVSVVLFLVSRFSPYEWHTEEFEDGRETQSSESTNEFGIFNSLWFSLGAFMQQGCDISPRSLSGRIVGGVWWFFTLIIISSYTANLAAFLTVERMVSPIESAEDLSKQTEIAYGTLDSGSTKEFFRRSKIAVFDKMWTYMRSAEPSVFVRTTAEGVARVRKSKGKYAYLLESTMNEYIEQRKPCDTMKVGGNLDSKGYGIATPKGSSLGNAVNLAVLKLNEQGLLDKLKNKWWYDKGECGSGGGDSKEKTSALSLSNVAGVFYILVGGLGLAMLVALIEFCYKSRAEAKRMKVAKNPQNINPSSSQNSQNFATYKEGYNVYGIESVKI
GluA2 TARP mod agonism max-min = recorded beside GluA2 TARP mod, whose call it bears; compound max-min signal; compound-alone response (agonism);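 unitless range of fluorescence divided by baseline over first 100 seconds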
GluA2 TARP mod glutamate slope = further read-out of GluA2 TARP mod, marked with its call; glutamate slope, % of max; measured here: glutamate response slope, % max;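 scaled per plate between vehicle wells and maximal 1 mM glutamate control wells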
* = called active by the depositor; i = inactive; + = active, no number. Some of the compounds tested; the hit share may differ from the screen's.

GluA2 TARP mod,GluA2 TARP mod agonism max-min,GluA2 TARP mod glutamate slope,Structure
i,0.088,52,COc1ccc(S(=O)(=O)N2CCC(C(=O)Nc3nc4ccc(C)cc4s3)CC2)cc1
i,0.058,78,C#CCn1c(=NC(C)=O)sc2cc(F)ccc21
i,0.084,80,CC(=O)Cn1c(=O)c2c(nc3n(-c4ccccc4C)c(C)cn23)n(C)c1=O
i,0.039,31,COc1cccc(CNC(=O)Cn2cc(-c3nc(-c4ccccc4C)no3)c(=O)c3ccc(C)nc32)c1
+,0.079*,58*,COc1ccc(Cl)cc1S(=O)(=O)N1CCCCCC1
i,0.084,52,Cc1cc2nc(N(CCN3CCOCC3)C(=O)c3ccnn3C)sc2cc1C
i,0.038,60,CCn1ccnc1N1CCN(C(=O)CSCc2ccccc2)CC1
i,0.048,27,CCOCC(=O)NCC1CCN(C(=O)c2snnc2C)CC1
i,0.073,45,Cc1cc(-c2nnc(NC(=O)c3cccc(Oc4ccccc4)c3)o2)nn1C
i,0.053,64,COc1ccc(OC)c(NC(=O)C(=O)NCC(c2ccc(F)cc2)N2CCOCC2)c1 (centres undefined)
i,0.089,58,COc1cc(NC(=O)Nc2ccc3c(c2)CC(=O)N3C)cc(OC)c1
i,0.092,55,CCOC(=O)C(CC)n1nc2ccc(S(=O)(=O)N3CCOCC3)cn2c1=O (centres undefined)
i,0.099,54,O=C(C1CCCC1)N(CC1CCCO1)c1nc2ccc(Cl)cc2s1 (centres undefined)
i,0.099,56,CCOc1ccc(C2NC(=O)NC(CS(=O)(=O)c3ccc(OC)c(OC)c3)=C2C(=O)OC)cc1 (centres undefined)
i,0.033,34,COC(=O)c1sccc1S(=O)(=O)N(CC(=O)Nc1cc(C)cc(C)c1)c1ccccc1
i,0.099,48,CC(C)(C)c1ccc(C(=O)NC(=S)N2CCNC(=O)C2CC(=O)OCC2CCCO2)cc1 (centres undefined)
i,0.11,59,Cc1onc(-c2ccccc2Cl)c1C(=O)N1CCN(Cc2nc(-c3ccco3)cs2)CC1
i,0.092,52,Cc1ccc(C)c2sc(N(CCN3CCOCC3)C(=O)C3Oc4ccccc4OC3C)nc12 (centres undefined)
i,0.13,50,CC(C)c1ccccc1OCC(O)CSc1ccccn1 (centres undefined)
i,0.052,40,CC(C)(C)N(C(=O)c1cc(=O)c2ccccc2o1)C(=O)N1CCCCC1

GluA2 TARP mod,GluA2 TARP mod agonism max-min,GluA2 TARP mod glutamate slope,Structure
i,0.11,60,Nc1c(S(=O)(=O)c2cccc(Cl)c2)c2nc3ccccc3nc2n1Cc1ccco1
i,0.036,37,CS(=O)(=O)c1ccc(CC(=O)N2CCN(c3nc4c(Cl)cccc4s3)CC2)cc1
i,0.14,58,Cc1cc([N+](=O)[O-])ccc1NC(=O)C(=O)N1CCN(C(c2ccccc2)c2ccccc2)CC1
i,0.043,44,COc1cc(OC)cc(C(=O)Nc2ccc(OC)c(N3CCCCC3=O)c2)c1
i,0.047,56,O=S(=O)(c1ccc(C2CCCCC2)cc1)N1CCOCC1
i,0.14,54,COc1cc(C(=O)N2CCC3(CC2)C(=O)N(C)C(=O)N3C)cc(OC)c1OC
i,0.14,52,Cc1ccc(S(=O)(=O)Nc2cc(-c3ccc(F)cc3)nn2C2CCS(=O)(=O)C2)cc1 (centres undefined)
i,0.024,45,COc1cccc(OCC(O)CN2CC(C)CC(C)C2)c1 (centres undefined)
i,0.058,44,CC1CN(C)CCN1CC1CCN(C(=O)CCC2CCCC2)CC1 (centres undefined)
i,0.1,48,COc1ccc(Cl)cc1NC(=O)C(=O)NCC(C)O (centres undefined)
i,0.086,59,COCCCN1C(=O)C(CC(=O)Nc2ccc(OC)cc2)SC1=NS(=O)(=O)c1ccccc1 (centres undefined)
i,0.076,55,COc1ccc(C)cc1NC(=O)C(=O)NCC1CCN(C(=O)c2snnc2C)CC1
+,0.045*,35*,O=C(Cn1nc(-c2cccnc2)ccc1=O)Nc1nc2ccccc2[nH]1
i,0.045,52,COc1ccc(OC)c(S(=O)(=O)NCCOc2ccc(-c3ccc(C)cc3)nn2)c1
i,0.051,55,Cc1ccc(C)c(OC(C)C(=O)Nc2c(C)nc3ccc(Cl)cn3c2=O)c1 (centres undefined)
i,0.15,37,O=C(CS(=O)(=O)c1ccc(Cl)s1)Nc1nc2ccccc2s1
i,0.13,82,NC(=O)Cn1nnn(-c2ccc(NC(=O)C3CC(=O)N(c4ccc(F)cc4)C3)cc2)c1=O (centres undefined)
+,0.073*,33*,COc1ccc(-c2ccc(SCC(=O)Nc3ccccc3Cl)nn2)cc1OC
i,0.079,45,COc1cc(C(=O)Nc2ccc3scnc3c2)cc(OC)c1OC
i,0.11,88,CC1=C(C(=O)OC2CCCCCC2)C(c2ccccc2I)NC(=O)N1C (centres undefined)

Three of the compounds above, tab-delimited:
SMILES	GluA2 TARP mod	GluA2 TARP mod agonism max-min	GluA2 TARP mod glutamate slope
COc1cc(C(=O)N2CCC3(CC2)C(=O)N(C)C(=O)N3C)cc(OC)c1OC	i	0.14	54
COc1ccc(Cl)cc1NC(=O)C(=O)NCC(C)O (centres undefined)	i	0.1	48
Cc1cc(-c2nnc(NC(=O)c3cccc(Oc4ccccc4)c3)o2)nn1C	i	0.073	45

Two entries from above, with two lines to a compound:
Every second line gives: GluA2 TARP mod, GluA2 TARP mod agonism max-min, GluA2 TARP mod glutamate slope
COc1cc(C(=O)Nc2ccc3scnc3c2)cc(OC)c1OC
    i, 0.079, 45
COc1cc(OC)cc(C(=O)Nc2ccc(OC)c(N3CCCCC3=O)c2)c1
    i, 0.043, 44

Next part:
GluA2 TARP mod,GluA2 TARP mod agonism max-min,GluA2 TARP mod glutamate slope,Structure
i,0.12,77,Cn1c(-c2cccs2)nn(CCNC(=O)c2ccccc2SC(F)F)c1=O
i,0.16,55,COc1cccc2cc(C(=O)N3CC(c4nc(C)no4)C3)c(=O)oc12
i,0.079,53,O=C(Nc1ccc(-n2cnnn2)cc1)c1cc(-c2ccco2)n(C2CCS(=O)(=O)C2)n1 (centres undefined)
i,0.095,50,CSc1ccc(CC(=O)Nc2sccc2C#N)cc1
+,0.33*,70*,CC(c1ccccc1)n1c(C2CC(=O)N(C(C)(C)C)C2)nc2ccccc21 (centres undefined)
i,0.078,57,Cc1cc(S(=O)(=O)c2cc3cc(Cl)ccc3oc2=O)ccc1F
i,0.095,60,COc1ccc(NC(=O)Nc2ccc3c(c2)CN(C(=O)c2cccs2)CC3)c(OC)c1
i,0.079,46,Cn1nc(-c2cccc(NC(=O)Nc3ccc(Cl)cc3Cl)c2)ccc1=O
i,0.051,67,CCS(=O)(=O)N1CCCc2ccc(NS(=O)(=O)c3cc(C)ccc3OC)cc21
i,0.15,59,CC(=O)c1c(C)nn(CC(=O)Nc2ccc(Cl)c(Cl)c2)c1C
i,0.091,59,CS(=O)(=O)c1ccc(CC(=O)Nc2nc(-c3ccc(-c4ccccc4)cc3)cs2)cc1
i,0.14,60,COc1ccc(SCCC(=O)Nc2sc3c(c2C(N)=O)CCCCC3)cc1
i,0.1,67,COc1cc(F)ccc1S(=O)(=O)NCc1cccnc1
i,0.094,66,COc1ccc(S(=O)(=O)CCC(=O)Nc2nc3c(OC)ccc(C)c3s2)cc1
i,0.072,74,CC(=O)Nc1ccc2c(c1)CCN2C(=O)C1CCCC1
i,0.032,47,Cc1nc(CN2CCN(Cc3csc(C)n3)CC2)cs1
i,0.08,63,CSc1ncccc1C(=O)N1CCC(CNC(=O)CN2C(=O)CCC2=O)CC1
i,0.025,25,CCn1ccnc1N1CCN(CC(=O)Nc2cccc(Cl)c2)CC1
i,0.036,39,Cc1ccc(S(=O)(=O)NCC2CCN(C(=O)c3ccccc3F)CC2)s1
i,0.069,65,COc1cc(C(=O)Nc2ccc3c(c2)CCC(=O)N3)cc(OC)c1OC

An excerpt from further up, for reference:
GluA2 TARP mod,GluA2 TARP mod agonism max-min,GluA2 TARP mod glutamate slope,Structure
i,0.032,47,Cc1nc(CN2CCN(Cc3csc(C)n3)CC2)cs1
i,0.08,63,CSc1ncccc1C(=O)N1CCC(CNC(=O)CN2C(=O)CCC2=O)CC1
i,0.025,25,CCn1ccnc1N1CCN(CC(=O)Nc2cccc(Cl)c2)CC1
i,0.036,39,Cc1ccc(S(=O)(=O)NCC2CCN(C(=O)c3ccccc3F)CC2)s1
i,0.069,65,COc1cc(C(=O)Nc2ccc3c(c2)CCC(=O)N3)cc(OC)c1OC

The list continues.
GluA2 TARP mod,GluA2 TARP mod agonism max-min,GluA2 TARP mod glutamate slope,Structure
i,0.073,61,CC(C)Oc1ccc(C(=O)NCC2(O)CCCC2)cc1
i,0.12,60,COc1ccc(Cl)cc1NC(=O)C(=O)NCC(C)(O)C1CC1 (centres undefined)
i,0.11,62,CNc1nc2c(c(=O)n(C)c(=O)n2C)n1CC(O)COc1ccc2ccccc2c1 (centres undefined)
i,0.11,78,CCOC(=O)N1CCc2c(sc(NC(=O)c3ccc(F)cc3)c2-c2nc3ccccc3s2)C1
i,0.032,40,CCc1cc2c(=O)c(-c3ccc4c(c3)OCCCO4)c(C)oc2cc1OC(=O)N1CCOCC1
i,0.11,59,O=C(c1ccccc1)N1CCCc2ccc(NS(=O)(=O)c3ccc(Cl)s3)cc21
i,0.043,53,COCCNC(=O)C(=O)Nc1ccc2c(c1)OCO2
i,0.11,51,CC(=O)c1cc(C(=O)OCC(=O)NCc2ccc(C)cc2)c2ccccn12
i,0.17,56,N#C/C(=C\c1cccc(O)c1)c1nc2ccccc2s1
i,0.085,41,CC1CCN(C(=O)N2c3ccccc3Sc3ccccc32)CC1
i,0.071,56,COc1ccccc1NC(=O)C(=O)NCC(c1cccc2ccccc12)N1CCCC1 (centres undefined)
i,0.082,50,CSc1ncccc1C(=O)N1CCC(CNC(=O)c2ccc(F)cc2Cl)CC1
i,0.16,61,Cc1[nH]c(=O)[nH]c(=O)c1CC(=O)Nc1ccc2c(c1)OCO2
i,0.071,52,COc1ccc(C)cc1NC(=O)Cn1cnc2c(sc3nc(C)cc(-c4ccccc4)c32)c1=O
i,0.053,33,O=C(Cc1cc(-c2ccc(F)cc2F)on1)NCCCn1ccnc1
i,0.093,60,O=C(NCCCn1nc(-c2ccco2)ccc1=O)C1CC1
i,0.066,43,CC(=O)N1CCCc2ccc(NC(=O)c3ccc4c(c3)OCO4)cc21
i,0.052,56,CC(C)C(=O)N1CCCc2cc(NC(=O)c3ccc(F)cc3)ccc21
+,0.064*,42*,COc1ccc(NC(=O)CSc2ccc(NC(=O)c3ccco3)nn2)cc1OC
i,0.083,62,CCn1c(SC(C)C)nnc1-c1cn(C)nc1OC

GluA2 TARP mod,GluA2 TARP mod agonism max-min,GluA2 TARP mod glutamate slope,Structure
i,0.15,68,CCOCC(=O)Nc1c2c(nn1CC(=O)NCc1ccc(OC)cc1)CSC2
i,0.13,61,O=C(/C=C/c1ccccc1)N1CCN(C(=O)C2CC2c2cccs2)CC1 (centres undefined)
i,0.12,54,CCNS(=O)(=O)c1ccc(OC)c(NC)c1
i,0.084,61,CCN(CC)S(=O)(=O)c1ccc(C)c([N+](=O)[O-])c1
i,0.13,53,COc1ccc(NC(=O)CSC2=NC(C)(C)Nc3ccccc32)c(OC)c1
i,0.04,57,COc1ccc(-c2ccc(OCCNS(=O)(=O)c3cc(Cl)ccc3OC)nn2)cc1
i,0.025,47,CCOC(=O)N1CCN(CC(O)COc2ccc(C(=O)CC)cc2)CC1 (centres undefined)
i,0.18,58,CN(C)CCNc1nc2c(c(=O)n(C)c(=O)n2C)n1CC(O)c1ccccc1 (centres undefined)
i,0.06,48,Cc1cccc(C(=O)Nc2ccc(OC(C)C)cc2)c1
i,0.077,53,COc1ccc(-c2cccc(NC(=O)COc3ccc4c(c3)OCO4)c2)nn1
i,0.11,52,COc1ccc(/C=C2\Oc3cc(OC(=O)c4ccco4)ccc3C2=O)cc1OC
i,0.087,47,O=C1CCc2cc(S(=O)(=O)NCc3ccccc3)cc3c2N1CCC3
i,0.061,39,Cc1cc(C(=O)Nc2nnc(-c3ccn(C(C)C)n3)o2)no1
i,0.032,47,Cc1ccc(C)c(NC(=O)c2ccc(=O)n(Cc3ccccc3)c2)c1
i,0.078,46,Cc1cc(-c2nnc(NC(=O)Cc3ccc(C(C)C)cc3)o2)nn1C
i,0.12,54,O=S(=O)(Nc1ccc(N2CCCCC2)cc1)c1cccs1
i,0.047,42,CCS(=O)(=O)c1ccc(CC(=O)Nc2nnc(-c3cc(C)n(C)n3)o2)cc1
i,0.059,57,CCOc1ccc(Nc2ncnc3c2nnn3C)cc1
i,0.11,43,COc1cc(NC(=O)c2ccc([N+](=O)[O-])cc2Cl)ccc1N1CCCC1=O
i,0.078,32,COC(=O)c1c(NC(=O)c2cc3ccccc3oc2=O)sc2c1CCC2

GluA2 TARP mod,GluA2 TARP mod agonism max-min,GluA2 TARP mod glutamate slope,Structure
i,0.059,35,O=c1c2c(-c3ccccc3)csc2ncn1Cc1cccc(Br)c1
i,0.063,25,CC(=O)N1CCN(S(=O)(=O)c2cccc(C(=O)N3CCc4ccccc43)c2)CC1
i,0.15,73,COc1ccc(-n2nnc3c(N4CCN(C(=O)c5ccccc5C(F)(F)F)CC4)ncnc32)cc1
i,0.15,69,COc1ncccc1C(=O)N1CC(c2nc(C)no2)C1
i,0.037,64,Cc1ccc(-c2ccc(SCC(N)=O)nn2)cc1C
+,0.085*,5.5*,O=C(Nc1ccc(-c2ccc(N3CCOCC3)nn2)cc1)Nc1cccc(Cl)c1
i,0.11,50,CCOc1ccc(C(=O)Nc2sc3c(c2-c2nc4ccccc4s2)CCN(C)C3)cc1
+,0.11*,58*,O=C(Nc1ccc(F)cc1F)c1ccc(=O)n(Cc2ccc(C(F)(F)F)cc2)c1
i,0.065,57,COc1cc(C)c(C)cc1S(=O)(=O)NC1CC(C)(C)NC(C)(C)C1
i,0.029,41,CC(=O)N1CCN(C(=O)c2cnc3c(c(C)nn3-c3ccccc3)c2Cl)CC1
